# Screening data from PubChem.
# TrxR1 substrate – rat thioredoxin reductase 1 substrate activity; O89049; purified TrxR1 substrate turnover, NADPH consumption readout; Potency, µM (highest dose often 114 µM), for the others: at the highest dose activity change, negative = substrate turnover; hit rate 0.01% among 390,000; note: % is set by controls: 0 for no effect and ±100 for the full control effect; nearly all actives have a fitted effect of over 50% in size
# Target sequence (O89049 whole entry, looked up): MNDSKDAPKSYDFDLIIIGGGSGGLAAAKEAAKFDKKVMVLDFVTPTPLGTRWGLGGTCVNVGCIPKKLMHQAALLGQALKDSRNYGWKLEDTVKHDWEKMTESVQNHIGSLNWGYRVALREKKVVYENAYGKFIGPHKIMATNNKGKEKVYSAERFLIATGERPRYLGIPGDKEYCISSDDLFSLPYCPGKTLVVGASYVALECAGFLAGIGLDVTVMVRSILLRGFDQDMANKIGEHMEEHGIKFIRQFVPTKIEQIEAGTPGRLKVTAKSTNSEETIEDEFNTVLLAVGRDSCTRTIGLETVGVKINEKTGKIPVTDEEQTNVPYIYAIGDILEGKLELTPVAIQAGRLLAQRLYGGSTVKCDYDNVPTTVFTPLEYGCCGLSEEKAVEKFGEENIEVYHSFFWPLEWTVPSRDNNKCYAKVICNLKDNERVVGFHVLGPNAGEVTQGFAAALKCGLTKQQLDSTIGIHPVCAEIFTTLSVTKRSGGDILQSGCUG
#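 Rat TrxR1, dispensed at 90 nM, was prereduced with 400 uM NADPH (final) for 5 min at ~22 deg C, then incubated with compound 15 min before 400 uM selenite. A first-read NADPH fluorescence drop versus no-compound background flagged substrates.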
# USP1 inh – blocks the human USP1/UAF1 deubiquitinase complex. O94782. recombinant USP1/UAF1, Ub-Rhodamine cleavage fluorescence. Potency, µM (highest dose often 57.1 µM), for inactives: at the top dose activity change, negative = inhibition, usual class: inhibitors. hit rate 0.23% among 390,000. AID 743255; note: % is set by controls: 0 for no effect and ±100 for the full control effect; nearly all actives have a fitted effect of over 60% in size; inactives centre near -12
#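 High-throughput fluorogenic screen: 1nM USP1/UAF1 complex, Ub-Rho substrate 150nM final, 50mM HEPES pH 7.8 with 0.5mM EDTA, 0.1 mg/ml BSA, 1mM TCEP and 0.01% Tween-20.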
# TrxR1 inh – inhibitors of rat thioredoxin reductase 1 | O89049 | recombinant rTrxR1, NADPH fluorescence consumption, selenite substrate | Potency, µM (top dose mostly 114 µM), for the others: at the highest dose activity change, negative = inhibition, hits mostly inhibitors | hit rate 1% among 390,000; note: % is set by controls: 0 for no effect and ±100 for the full control effect; nearly all actives have a fitted effect of over 65% in size
#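 Rat TrxR1 (90 nM in the dispensed reagent) was pre-reduced with 400 uM NADPH for 5 min at room temperature, then incubated with compound for 15 min. After 400 uM selenite was added, NADPH fluorescence (Ex 340/Em 450 nm) was followed for 8 min.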
# IDH1 R132H inh – blocks human mutant IDH1 R132H enzyme. Potency, µM (top dose mostly 76.6 µM), without a hit: top-dose activity change, negative = inhibition, usual class: inhibitors. O75874. hit rate 0.093% among 390,000. IDH1-R132H enzyme, NADPH consumption, diaphorase/resazurin fluorescence; note: % is set by controls: 0 for no effect and ±100 for the full control effect; nearly all actives have a fitted effect of over 65% in size
# Target sequence (O75874 whole entry R132H, stated change not applied): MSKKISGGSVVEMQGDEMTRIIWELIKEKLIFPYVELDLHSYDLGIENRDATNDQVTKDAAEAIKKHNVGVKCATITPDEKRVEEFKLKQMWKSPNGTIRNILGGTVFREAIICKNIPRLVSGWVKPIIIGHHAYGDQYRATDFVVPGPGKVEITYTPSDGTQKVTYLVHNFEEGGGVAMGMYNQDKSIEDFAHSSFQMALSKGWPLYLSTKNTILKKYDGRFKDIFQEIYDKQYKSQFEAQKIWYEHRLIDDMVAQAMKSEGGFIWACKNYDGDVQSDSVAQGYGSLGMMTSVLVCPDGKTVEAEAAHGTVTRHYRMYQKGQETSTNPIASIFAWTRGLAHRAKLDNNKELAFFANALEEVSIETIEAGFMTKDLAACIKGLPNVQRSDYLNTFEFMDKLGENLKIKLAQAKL
#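 IDH1-R132H (0.5 ug/mL) preincubated 30 min with compound, then NADPH (0.016 mM) and alpha-KG (2 mM) added; 80 min at RT, pH 7.5. Remaining NADPH coupled via diaphorase/resazurin to fluorescence (540/590 nm); concentration-response curves normalized to no-enzyme control.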
# RXFP1 ag – activates the human relaxin receptor RXFP1. Q9HBX9. HEK293T-RXFP1 cAMP TR-FRET, 30 min; response scale: percent of porcine relaxin response, buffer zero. Potency, µM (highest dose often 57.5 µM), without a hit: top-dose activation, hits mostly activators. hit rate 0.3% among 370,000; note: % is set by controls: 0 for no effect and ±100 for the full control effect; nearly all actives have a fitted effect of over 60% in size; many of its hits are not listed in these tables
#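 Agonist response is measured as cAMP accumulation in an RXFP1-transfected HEK293T line under PDE4 inhibition. Values are scaled between buffer-only and 29 nM porcine relaxin, and EC50s come from standard Hill equation fits.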
# Vif-A3F inh – blocks the Vif interaction with APOBEC3F. Potency, µM (titrated, usually from 46.1 µM), inactives show at the top dose activity, negative = active. AID 602313. hit rate 0.2% among 390,000. HeLa A3F-eYFP + Vif (tagged APOBEC3F with the HIV-1 protein that degrades it), YFP fluorescence increase; note: % of control where 0% means no effect; nearly all actives have a fitted effect of over 65% in size
#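 HeLa cells stably expressing A3F-eYFP plus Vif, plated and incubated overnight at 37 deg C, then exposed to compounds overnight at 37 deg C. Blocked degradation read as raised yellow fluorescence (Ex 488/Em 500-530).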
# RGS4 inhibitor – human RGS4 inhibition | Potency, µM (highest dose often 114 µM), inactives show at the highest dose activity change, negative = inhibition, hits mostly inhibitors | AID 504845 | P49798 | Transcreener GDP fluorescence polarization, RGS4-accelerated GTP hydrolysis | hit rate 0.039% among 390,000; note: % is set by controls: 0 for no effect and ±100 for the full control effect; nearly all actives have a fitted effect of over 75% in size; some results filed as inactive show a strong effect at the top dose
# Target sequence (P49798 whole entry, looked up): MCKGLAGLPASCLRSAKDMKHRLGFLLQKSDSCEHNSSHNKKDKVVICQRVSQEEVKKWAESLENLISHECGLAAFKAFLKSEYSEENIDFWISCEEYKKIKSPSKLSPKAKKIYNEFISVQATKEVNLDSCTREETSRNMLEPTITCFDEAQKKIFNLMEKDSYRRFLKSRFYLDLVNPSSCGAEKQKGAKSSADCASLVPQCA
#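 MLSMR compounds (23 nl, pin-transferred) preincubated 10 min at room temperature with a 500nM (2x) first reagent, then RGS4 at 900nM (2x) plus Transcreener GDP mix added; fluorescence polarization (620/688 nm) read before and after 90 min at 30 °C.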
# 12-LOX inh – blocks human arachidonate 12S-lipoxygenase; AID 1671190; purified 12hLO, xylenol orange hydroperoxide absorbance; P18054; hit rate 1.1% among 580,000; Potency, µM (series often up to 108 µM), inactives show top-dose activity change, negative = inhibition, actives largely listed as inhibitors; note: % is set by controls: 0 for no effect and ±100 for the full control effect
#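 Hydroperoxide product was detected by ferrous iron/xylenol orange as the 573 to 405 nm absorbance ratio. Arachidonic acid at 40 uM (final) was turned over for 30 min at room temperature by 150 nM human 12hLO, pH 7.0 Hepes buffer, after 15 min compound preincubation.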
# Vif-APOBEC3G blk – blocks the Vif interaction with human APOBEC3G | Q9HC16 | HeLa A3G-eYFP + Vif (tagged APOBEC3G with the HIV-1 protein that degrades it), YFP fluorescence, overnight | Potency, µM (doses to about 46.1 µM), for the others: top-dose activity, negative = active, hits mostly inhibitors | hit rate 0.076% among 410,000 | AID 602310;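 note: % is set by controls: 0 for no effect and ±100 for the full control effect; nearly all actives have a fitted effect of over 60% in size; hits raise eYFP signal because A3G escapes Vif-driven loss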
#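 HeLa cells stably expressing Vif and C-terminally eYFP-tagged A3G, seeded overnight at 37 deg C, then exposed to compound by pintool overnight at 37 deg C. Rise in yellow fluorescence (Ex 488/Em 500-530, Acumen) marks blocked Vif-driven A3G degradation.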
# The depositor's hits bear a star; ? = inconclusive; nt = no result given; [ ] = remark or other dose. Calls come from the whole dose curve; as a rule, active = well fitted curve in the direction sought with a large enough effect; inconclusive = small, poorly fitted or top-dose-only effect, or another doubt; inactive = no such curve, though single readings can be large; an effect the other way counts as inactive or inconclusive. Potency is the fitted concentration of half-maximal effect. The list is partial; the hit share may differ from the screen's.
entry	canonical_smiles	TrxR1 substrate	USP1 inh	TrxR1 inh	IDH1 R132H inh	RXFP1 ag
1	O=C(c1ccc(OC2CCN(Cc3ccc(C(F)(F)F)cc3)CC2)cc1)N1CCCCC1	-8%	-13%	3%	0%	3.2%
2	O=C(CNC(=O)C1CCCC1)Nc1ccccc1Br	-9%	-8%	-13%	1%	1.9%
3	CCc1nn(CC(=O)N2CCCCCC2)c(=O)c2cc3ccccc3n12	2%[57.1 µM]	5%	-5%[57.1 µM]	0%	-1.3%
4	CCOC(=O)c1c(C)oc2nc(C)nc(NCc3ccc(C)cc3)c12	-7%	-13%	18%	-8%	20%
5	O=C(CN1C(=O)c2cccc([N+](=O)[O-])c2C1=O)NNC(=O)c1ccc(F)cc1	2%	-11%	10%	-1%	nt
6	CCN1CCCC1CNC(=O)C1CCN(Cc2nc(-c3cccc(Br)c3)oc2C)CC1 (stereo not drawn)	-11%	-7%	-20%	0%	0.3%
7	CSc1cccc(NC(=O)CN(C)S(=O)(=O)c2ccc3c(c2)CCCN3C(C)=O)c1	2%[57.1 µM]	-17%	12%[57.1 µM]	9%	3.4%
8	CCC(NS(=O)(=O)c1ccc(C)cc1)C(=O)N1CCC2(O)CCCCC2C1 (stereo not drawn)	4%[57.1 µM]	5%	8%	-4%	0.9%

entry	Vif-A3F inh	RGS4 inhibitor	12-LOX inh	Vif-APOBEC3G blk
1	-1%	26%	?	-8%
2	2%	-25%	2%	-6%
3	2%	-4%[56.9 µM]	38%[activator]	-4%
4	5%	-10%	?	-7%
5	-5%	5%	6%	1%
6	-5%	-42%	nt	2%
7	2%	-3%	1%	-3%
8	1%	-24%	103%[activator]	0%

# Additional structures follow.
entry	canonical_smiles	TrxR1 substrate	USP1 inh	TrxR1 inh	IDH1 R132H inh	RXFP1 ag
9	O=C(/C=C(\c1ccc(Cl)cc1)n1cncn1)c1ccc(Cl)cc1	5%	?	16%	-3%	0.9%
10	Cc1ccc(-n2nc(C)c3c(C(=O)OCC(=O)N(C)C4CCS(=O)(=O)C4)cc(-c4ccccc4)nc32)cc1 (stereo not drawn)	2%[57.1 µM]	-11%	8%[57.1 µM]	-2%	2.8%
11	Clc1ccc(CN2CCCCCCC2)cc1Cl	1%	-11%	3%	12%	0.3%
12	O=C(Nc1ccc(F)cc1)c1nc2c(nnn2Cc2cccc3ccccc23)c(=O)[nH]1	2%	-10%	20%	-13%	0.4%
13	Cc1ccc2cc(CN(C(=O)C3CCCO3)C3CCCCC3)c(=O)[nH]c2c1 (stereo not drawn)	8%[57.1 µM]	-13%	11%[57.1 µM]	-1%	-0.5%
14	Cc1cc(NC(=O)C(C)SCC(=O)OCC(=O)N(Cc2ccccc2)C(C)(C)C)no1 (stereo not drawn)	-6%	0%	-6%	11%	-0.2%
15	CCn1c(CNC(=O)c2ccco2)nnc1SCC(=O)Nc1cc(C)c(C)cc1Br	0%	1%	1%	5%	0.2%
16	COc1ccccc1N1CCN(c2cc(C)nc3nc(-c4ccc(C)cc4)nn23)CC1	7%	-19%	24%	15%	0.7%

entry	Vif-A3F inh	RGS4 inhibitor	12-LOX inh	Vif-APOBEC3G blk
9	-5%	-35%	nt	-1%
10	-24%	23%	-24%	0%
11	-11%	-16%	-27%	-4%
12	-5%	6%	4%	-1%
13	2%	7%	?	1%
14	3%	-9%	5%	0%
15	-8%	-10%	-23%	-3%
16	-8%	-1%	-21%	3%

# (list continues)
entry	canonical_smiles	TrxR1 substrate	USP1 inh	TrxR1 inh	IDH1 R132H inh	RXFP1 ag
17	CCCC(=O)N(CC(=O)Nc1sc(C)c(C)c1C(N)=O)Cc1ccccc1	3%	-7%	22%	3%	-0.3%
18	CCCN(CCC)S(=O)(=O)c1cccc(-c2csc(C)n2)c1	-3%	-12%	21%	8%	3.6%
19	O=C(Nc1ccc(COc2ccccc2)cc1)c1cccc([N+](=O)[O-])c1	7%[57.1 µM]	-16%	14%[57.1 µM]	8%	2.5%
20	CCCCN(C)C(=O)C1CCCN(S(=O)(=O)c2ccc3c(c2)CC(C)N3C(=O)C2CC2)C1 (stereo not drawn)	6%	-15%	13%	0%	3.4%
21	COC(=O)/C(C#N)=C/c1c(N2CCN(c3cccc(Cl)c3)CC2)nc2c(C)cccn2c1=O	-5%	-18%	0%	6%	14%
22	Cc1cc(C)nc(Sc2nc(C)nc3c2oc2ccccc23)n1	-4%[57.1 µM]	-13%	-26%[57.1 µM]	1%	4.0%
23	CCOC(=O)CSc1nnc(CNC(=O)c2ccc(OC)c(OC)c2)n1C	10%	-7%	26%	0%	-0.4%
24	CCOC(=O)C(Cc1ccccc1)c1ccnc2nc(N)nn12 (stereo not drawn)	43%[activator]	-6%	46%	7%	0.7%

entry	Vif-A3F inh	RGS4 inhibitor	12-LOX inh	Vif-APOBEC3G blk
17	1%	5%	11%	1%
18	1%	0%	1%	-1%
19	7%	9%	9%	-3%
20	-5%	-23%	5%	7%
21	-11%	17%	3%	-5%
22	-11%	-3%	17%	-9%
23	-1%	10%	0%	-8%
24	-3%	9%[56.9 µM]	3%	-1%

# Results in RXFP1 ag, for some of the entries so far:
nr	smiles	RXFP1 ag
18	CCCN(CCC)S(=O)(=O)c1cccc(-c2csc(C)n2)c1	3.6%
19	O=C(Nc1ccc(COc2ccccc2)cc1)c1cccc([N+](=O)[O-])c1	2.5%
20	CCCCN(C)C(=O)C1CCCN(S(=O)(=O)c2ccc3c(c2)CC(C)N3C(=O)C2CC2)C1 (stereo not drawn)	3.4%

# Additional records follow:
entry	canonical_smiles	TrxR1 substrate	USP1 inh	TrxR1 inh	IDH1 R132H inh	RXFP1 ag
25	O=C(CSc1nnc(SCc2ccccc2)s1)N/N=C/C=C/c1ccco1	10%[57.1 µM]	-26%	?	0%	-1.1%
26	CCCCNC(=S)NCCN1CCN(C(=S)NCCCC)CC1	-12%[57.1 µM]	-12%	-5%[57.1 µM]	-2%	-0.5%
27	COC(=O)c1cccc(N/C=C(\[N+](=O)[O-])S(=O)(=O)c2ccccc2)c1	8%[57.1 µM]	-7%	15%[57.1 µM]	1%	-1.8%
28	OCCC1CN(Cc2cc3ccccc3o2)CCN1Cc1ccc(F)cc1 (stereo not drawn)	-12%	-15%	-8%	3%	-0.2%
29	O=C1NC(c2ccc(-c3ccccc3[N+](=O)[O-])o2)C(C(=O)c2ccccc2)C(O)(C(F)(F)F)N1 (stereo not drawn)	-2%	-14%	-2%	6%	0.1%
30	Cc1ccc(S(=O)(=O)CCC(=O)Oc2ccc3c(C)cc(=O)oc3c2)cc1	382%[activator]	-2%	71µM*	11%	6.1%
31	CC1=C(C(=O)OCc2ccccc2)C(c2ccc(Cl)cc2)NC(=O)N1C (stereo not drawn)	-4%	-14%	8%	-3%	3.2%
32	O=S(=O)(c1ccc(F)cc1)N1CCN(CC(O)COCC2CCCO2)CC1 (stereo not drawn)	-12%	-4%	-10%	-2%	0.9%

entry	Vif-A3F inh	RGS4 inhibitor	12-LOX inh	Vif-APOBEC3G blk
25	0%	?	?	0%
26	6%	-14%	-1%	-1%
27	7%	2%	0%	2%
28	-5%	25%	?	6%
29	3%	4%	-21%	2%
30	-28%	-31%	-27%	-4%
31	1%	-2%	0%	4%
32	4%	35%	?	0%

# Next part
entry	canonical_smiles	TrxR1 substrate	USP1 inh	TrxR1 inh	IDH1 R132H inh	RXFP1 ag
33	Cc1ccccc1-n1c(=O)n(Cc2ccccc2)c(=O)c2[nH]cnc21	5%[57.1 µM]	-2%	14%[57.1 µM]	5%	2.4%
34	COc1ccccc1C(=O)N1C(CC(=O)Nc2ccc(C)c(C)c2)C(=O)NC2CCCCC21 (stereo not drawn)	-6%	-17%	-2%	-17%	-1.4%
35	Cc1cc2c(cc1C)N(C(=O)CSC1=NCCS1)C(C)(C)c1ssc(=S)c1-2	-8%	-12%	7%	7%	0.7%
36	Cc1cccc(C)c1NC(=O)Cn1c(=O)n(CCC(=O)NCc2ccc3c(c2)OCO3)c(=O)c2sccc21	7%	-23%	17%	-1%	11%
37	CNC(=S)N/N=C/c1cn(CCOc2ccc(OC)cc2)c2ccccc12	6%[57.1 µM]	-5%	14%[57.1 µM]	4%	0.3%
38	C=CCOc1ccc(C2C(C(=O)c3ccco3)=C(O)C(=O)N2Cc2cccnc2)cc1 (stereo not drawn)	-2%	-6%	-10%	8%	12%
39	COc1cc(OC)cc(C(=O)OCC(=O)N(C)c2ccccc2)c1	-6%	-8%	-11%	-6%	-1.8%
40	Cc1cc(CN2CCN(c3cccc(C)c3C)CC2)cs1	-2%	-1%	4%	18%	4.5%
41	CC1=C(C(=O)Nc2cccc(C(=O)N3CCN(c4cccc(C(F)(F)F)c4)CC3)c2)SCCO1	-15%	-23%	-5%	-2%	2.8%
42	Cc1nn(-c2ccccc2)c(N2CCCC2)c1/C=N/NC(=O)c1ccccc1O	-11%	-21%	-19%	-1%	-0.1%

entry	Vif-A3F inh	RGS4 inhibitor	12-LOX inh	Vif-APOBEC3G blk
33	-8%	9%	0%	0%
34	-18%	25%	-6%	-21%
35	0%	-20%	?	-2%
36	1%	-56%	-25%	-12%
37	-10%	-40%	40µM*	-8%
38	3%	1%[56.9 µM]	-14%	-1%
39	9%	28%	3%	-1%
40	9%	-2%	?	2%
41	2%	2%[56.9 µM]	-9%	5%
42	2%	-7%	-2%	-13%
